# GLP-1R agonist = agonists of human GLP-1 receptor | HEK293 GLP-1R CRE-luciferase, luminescence, 4-6 h; cells express a hypersensitive GLP-1R form | Potency, µM (top dose mostly 45.6 µM), for inactives: at the top dose activation, usual class: activators | 0.007% of 380,000 active | AID 624172; further: potency means the concentration at half of the fitted maximal effect; % of control where 0% means no effect
# PLK1 PBD block = inhibitors of human PLK1 polo-box domain binding. Plk1 PBD binding of FITC phosphopeptide, fluorescence polarization. Potency, µM, for the others: max response, negative = inhibition, usual class: inhibitors. 2.8% of 360,000 active; further: potency means the concentration at half of the fitted maximal effect; series mostly up to about 57 µM; on the % scale 0 is the no-effect control and ±100 the full control effect; nearly all actives have a fitted effect of over 65% in size
# Target sequence (P53350 whole entry, looked up, the tested form may be a part): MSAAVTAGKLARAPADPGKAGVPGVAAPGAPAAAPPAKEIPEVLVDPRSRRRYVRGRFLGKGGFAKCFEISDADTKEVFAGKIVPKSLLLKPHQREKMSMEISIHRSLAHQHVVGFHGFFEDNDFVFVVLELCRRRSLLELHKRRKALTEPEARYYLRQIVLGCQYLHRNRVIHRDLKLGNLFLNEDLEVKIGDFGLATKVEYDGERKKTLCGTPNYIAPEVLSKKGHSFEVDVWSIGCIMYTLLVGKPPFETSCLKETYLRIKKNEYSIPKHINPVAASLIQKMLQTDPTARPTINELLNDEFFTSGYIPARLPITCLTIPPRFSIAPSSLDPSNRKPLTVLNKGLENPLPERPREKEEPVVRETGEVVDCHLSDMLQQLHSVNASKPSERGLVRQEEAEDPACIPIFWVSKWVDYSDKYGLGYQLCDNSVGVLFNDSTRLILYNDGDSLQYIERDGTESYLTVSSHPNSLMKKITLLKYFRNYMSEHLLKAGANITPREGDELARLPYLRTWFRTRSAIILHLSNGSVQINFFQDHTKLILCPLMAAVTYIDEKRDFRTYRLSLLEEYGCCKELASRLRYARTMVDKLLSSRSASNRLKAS
# EPAC1 antag = antagonists of human EPAC1. O95398. EPAC1 GEF assay, Rap1b-BODIPY-GDP exchange fluorescence. Potency, µM (top dose mostly 115 µM), for the others: top-dose activity change, negative = inhibition, usual class: inhibitors. 0.14% of 360,000 active. AID 720709;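 further: potency means the concentration at half of the fitted maximal effect; plate controls were vehicle for no effect and positive control for full effect; nearly all actives have a fitted effect of over 50% in size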
# EPAC1 agonist = EPAC1 (human) agonism; EPAC1 agonist qHTS, biochemical assay; response scale: 100% = response to 6.5 mM cAMP; 0.073% of 360,000 active; Potency, µM (series often up to 154 µM), inactives show at the top dose activation, hits mostly activators; O95398; further: potency means the concentration at half of the fitted maximal effect; nearly all actives have a fitted effect of over 60% in size
#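 Compounds were pinned as a concentration titration into mixtures of EPAC1 (100 nM), BODIPY-GDP-loaded Rap1B (250 nM) and GDP (50 uM). After 5 min at room temperature, fluorescence was followed for 30 min; activity was scaled to 6.5 mM cAMP.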
# IL-2 act = activators of IL-2; AID 652025; IL-2 activation reporter assay, cell-based qHTS; stimulated with anti-CD3/CD4/CD28 beads; in transgenic mouse T cells; 0.065% of 360,000 active; activation, % (series mostly up to about 46 µM); in the data active means activation above about 50%; inconclusive means mostly about 30% to 49%; further: 0% is about no effect
#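 Unstimulated transgenic mouse T cells; 60-min compound exposure; bead-based TCR/CD4/CD28 stimulation; 18 h culture, 37 degrees C; dual fluorescence (EGFP, DsRed) plate cytometry.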
# PI5P4K alpha inh = PI5P4K alpha (human) kinase inhibition. max response, %. 1.2% of 330,000 active. PI5P4Kalpha enzyme, ADP-Glo luminescence, 60 min; stronger effect = lower value; active means max response of -50% or lower; inconclusive means between -30% and -50%; inactive means -30% or higher; further: value at the top dose of about 77 µM; on the % scale 0 is the no-effect control and ±100 the full control effect
# Target sequence (P48426 whole entry, looked up): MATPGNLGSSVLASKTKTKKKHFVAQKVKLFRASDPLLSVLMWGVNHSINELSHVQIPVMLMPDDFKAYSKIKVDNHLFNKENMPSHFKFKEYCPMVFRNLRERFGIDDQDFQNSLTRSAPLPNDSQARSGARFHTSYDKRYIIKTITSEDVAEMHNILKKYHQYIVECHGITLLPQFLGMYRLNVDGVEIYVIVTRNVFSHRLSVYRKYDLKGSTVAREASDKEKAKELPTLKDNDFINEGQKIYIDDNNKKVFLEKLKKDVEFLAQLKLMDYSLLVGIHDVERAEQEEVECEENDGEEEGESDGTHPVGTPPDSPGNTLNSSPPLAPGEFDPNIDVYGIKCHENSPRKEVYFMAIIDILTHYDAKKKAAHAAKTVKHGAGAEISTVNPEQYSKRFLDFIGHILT
#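 Human PI5P4Kalpha with substrate in 0.038 M HEPES pH 7.4, 0.28 mM EGTA, 0.1% CHAPS, 5% DMSO; reaction started with 5 microM ATP (final), 60 min at room temperature. ADP formed read by ADP-Glo luminescence.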
# PTHR1 agonist = agonists of human PTHR1 parathyroid hormone receptor; Potency, µM (top dose mostly 115 µM), without a hit: at the top dose activation, actives largely listed as activators; Q03431; HEK293 GP2 PTHR1 cells, GloSensor cAMP luminescence, 1 h; 0.075% of 410,000 active; AID 743266; further: potency means the concentration at half of the fitted maximal effect; nearly all actives have a fitted effect of over 55% in size; some results filed as inactive show a strong effect at the top dose; inactives centre near -15; many of its hits are not listed in these tables
#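 HEK-293-derived GP2 cells expressing PTHR1 and a GloSensor cAMP reporter, 3,000/well, plated overnight, given luciferin plus IBMX (each 0.5 mM as added) for 1 h at 37 °C, then compound for 1 h at 37 °C. Luminescence was read after 15 min at room temperature.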
# GLP-1R inv ag = inverse agonists of human GLP-1 receptor; Potency, µM (highest dose often 38.3 µM), for inactives: top-dose activity change, negative = inhibition, hits mostly inhibitors; P43220; 1.6% of 410,000 active; HEK293 GLP-1R CRE-luciferase, luminescence, 24 h; GLP-1R form is constitutively active; AID 624417; further: potency means the concentration at half of the fitted maximal effect; on the % scale 0 is the no-effect control and ±100 the full control effect; nearly all actives have a fitted effect of over 55% in size
#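 Constitutively active GLP-1R drives a cAMP-responsive luciferase in stably transfected HEK293 cells; test compounds are added after overnight (12 h) attachment and left 24 hr, and signal loss in luminescence marks inhibition.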
# GLP1R cytotox = cytotoxic in the GLP-1 receptor inverse agonist counter-screen; HEK293 cAMP-luciferase reporter cells, luminescence, 24 h; Potency, µM (top dose mostly 38.3 µM), inactives show top-dose activity change, negative = inhibition, hits mostly inhibitors; 0.13% of 410,000 active; AID 624418;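 further: loss of luciferase light is scored as toxicity; potency means the concentration at half of the fitted maximal effect; on the % scale 0 is the no-effect control and ±100 the full control effect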
#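 Compound-treated cells are incubated 24 hr at 37 deg C under 5% CO2 after a 12 hour attachment period, then luciferase detection reagent is added and luminescence is measured following 12 min at room temperature; lowered signal indicates toxicity.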
# An asterisk follows results filed as active; i = inactive; u = inconclusive; x = no result given; & = joins results of further samples; [ ] = remark or other dose. Unless noted, the call rests on the fitted dose curve; in most records, active means well fitted curve in the direction sought with a large enough effect; inconclusive means small, poorly fitted or top-dose-only effect, or another doubt; inactive means no such curve, though single readings can be large; an effect the other way counts as inactive or inconclusive.
no.	SMILES	GLP-1R agonist	PLK1 PBD block	EPAC1 antag	EPAC1 agonist	IL-2 act
1	CCOC(=O)COc1ccc2cc(C(=O)OCC)c(=O)oc2c1	9%	-7%	-27%	-25%	-5.0
2	N#Cc1ccc(CN2CCN(C(=O)CN3C(=O)NC4(CCCC4)C3=O)CC2)cc1	-10%	-6%	13%	7%	-0.3
3	COc1ccc(C)cc1NC(=O)N1CCCc2ccccc21	19%	-12%	0%	-1%	-2.0
4	COc1ccc(CC(NC(C)=O)C(=O)N2CCN(C(=O)Nc3cccc(F)c3)CC2)cc1OC (stereo not drawn)	2%	-8%	4%	11%	0.1
5	C=CCNC(=O)C1CC(=O)N(c2ccc(OCC(=O)Nc3cccc(OC)c3)cc2)C1 (stereo not drawn)	1%	-3%	11%	-4%	-2.7
6	CN1CCN(Cc2c(C(=O)N/N=C/c3cccc(Br)c3)nnn2-c2nonc2N)CC1	0%	-9%	5%	-2%	-0.3
7	COC(Cn1c(-c2cccc(S(=O)(=O)N(C)C)c2)n[nH]c1=S)OC	-3%	0%	-16%	2%	-2.2
8	O=C1OCCC1Sc1nnc(-c2ccc(Cl)cc2Cl)o1 (stereo not drawn)	-2%	-10%	21%	4%	-1.0
9	Cn1cnnc1SCC(=O)NC1CCCC1	6%	-10%	4%	4%	-1.3
10	COc1ccc(NC(=O)Cn2nnc(-c3ccccc3NS(=O)(=O)c3ccccc3)n2)cc1	-2%	-1%	-13%	7%	-5.3
11	CCc1ccc(CCC(=O)Nc2nc(CC(C)=O)ns2)o1	-7%	-15%	6%	3%	-2.2
12	COc1cccc(OC)c1C(=O)Nc1cccc(-n2cnnn2)c1	-1%	-5%	11%	-7%	1.0

no.	PI5P4K alpha inh	PTHR1 agonist	GLP-1R inv ag	GLP1R cytotox
1	-6	-22%	0%	10%
2	4	-27%	-5%	-10%
3	15	5%	u	-12%
4	0	i	29%	7%
5	x	i	4%	-8%
6	-2	i	8%	-1%
7	2	-10%	32%[activator]	5%
8	1	-28%	u	-7%
9	1	i	-1%	-22%
10	2	-34%[inhibitor]	7.1µM*	-1%
11	-13	-5%[57.5 µM]	10%	-15%
12	1	-28%	14%	5%

# (continued)
no.	SMILES	GLP-1R agonist	PLK1 PBD block	EPAC1 antag	EPAC1 agonist	IL-2 act
13	CC1CCCCC1NC(=O)c1nn(C)c2c1CS(=O)(=O)c1ccccc1-2 (stereo not drawn)	2%	-19%	-1%	-10%	0.4
14	O=C(CCN1CCN(c2ccc(Cl)cc2)CC1)Nc1ccccc1F	5%	-8%	-17%	16%	-0.1
15	CCC(C)NC(=O)Cn1cnc2sc(C)c(S(=O)(=O)N3CCCCC3)c2c1=O (stereo not drawn)	1%	u	-1%	1%	-1.0
16	CC(C)Oc1cccc(C(=O)C2CCCN(C(=O)c3cncs3)C2)c1 (stereo not drawn)	16%	-10%	-21%	4%	1.9
17	COc1ccccc1CNCc1cc(=O)oc2c(C)c(C)ccc12	20%	-1%	-19%	-12%	-0.7
18	COc1ccc(NC(=O)CN(c2cc(C)cc(C)c2)S(=O)(=O)c2c(C)n[nH]c2C)cc1	-1%	30µM*	-16%	-26%	-1.5
19	O=C(NCC1CCN(S(=O)(=O)c2ccccc2)CC1)Nc1ccc(F)cc1F	10%	-8%	-5%	3%	-0.4
20	O=C(NNc1nc2ccccc2s1)Nc1ccccc1	3%	-13%	-1%	-4%	-0.3
21	CC(C)c1ccc(CNC(=O)C2(C)CCCN2C)cc1 (stereo not drawn)	0%	-7%	-8%	-2%	-0.5
22	COc1cccc(C(=O)c2c[nH]c(C(=O)NCc3cccs3)c2)c1	-9%	u	2%	-4%	-0.5
23	CN(C(=O)COC(=O)c1cc(=O)[nH]c2ccccc12)c1c(N)n(Cc2ccccc2)c(=O)[nH]c1=O	0%	-2%	-6%	2%	-0.6
24	CCN(CC)S(=O)(=O)c1cccc(-c2n[nH]c(=S)n2Cc2ccccc2)c1	-1%	2%	10%	-3%	-0.4

no.	PI5P4K alpha inh	PTHR1 agonist	GLP-1R inv ag	GLP1R cytotox
13	2	-10%	-29%	-11%
14	-3	-26%	u	0%
15	-5	i	-10%	u
16	6	i	14%	10%
17	11	i	u	-3%
18	-4	13%	-29%	1%
19	5	-18%	u	-8%
20	-6	i	8%	-7%
21	3	i	9%	0%
22	-2	i	-6%	1%
23	-2	i	37%	3%
24	3	-5%	-7%	-11%

# (next part)
no.	SMILES	GLP-1R agonist	PLK1 PBD block	EPAC1 antag	EPAC1 agonist	IL-2 act
25	CN(C)c1ccc(Sc2ccc3nc(N)nc(N)c3c2)cc1	11%	1%	3%	-8%	-3.6
26	Cc1ccc(-c2ccc(=O)n(CC(=O)NCc3ccc(F)cc3)n2)cc1	6%	-10%	-8%	10%	-1.5
27	COC(=O)CSc1nc(NC(C)=O)nc(C)c1Br	1%	-2%	4%	-4%	-0.6
28	N#CC(NC(=O)OCc1ccccc1)c1ccccc1 (stereo not drawn)	7%	-11%	-16%	8%	0.1
29	O=[N+]([O-])c1cccnc1N1CCN(c2ccc(F)cc2)CC1	20%	u	5%	-3%	0.7
30	NS(=O)(=O)c1ccc(CNC(=S)NC2CCCC2)cc1	0%	-18%	2%	8%	-3.1
31	CCOC(=O)c1ccccc1NS(=O)(=O)c1cnn(CC)c1C	2%	-4%	0%	1%	0.0
32	Cc1[nH][nH]c(=O)c1C(c1ccc(-c2ccc(Cl)c(Cl)c2)o1)c1c(C)[nH][nH]c1=O	2%	15µM*	-7%	-2%	-3.4
33	Cc1ccc(S(=O)(=O)N2CCN(C)CC2)cc1C(=O)NC1CCCCC1	4%	-15%	-11%	3%	0.1
34	CCOCCCn1c(=NC(=O)c2cccs2)c(C#N)cc2c(=O)n3ccccc3nc21	3%	-8%	2%	2%	-0.9
35	Cc1cc(Cn2ccnc2)c(C)c([N+](=O)[O-])c1Cn1ccnc1	7%	-13%	-1%	6%	-0.8
36	O=C(CCc1c[nH]c2ccccc12)Nc1ncccc1O	-5%	-3%	-3%	14%	-2.2

no.	PI5P4K alpha inh	PTHR1 agonist	GLP-1R inv ag	GLP1R cytotox
25	u	-32%[inhibitor]	u	u
26	0	-14%	-11%&-4%	-6%&-7%
27	-7	23%[57.5 µM]	3%	-12%
28	-5	-21%	-30%	-23%
29	-2	i	-27%	-20%
30	6	i	-15%	6%
31	-10	i	7%	-4%
32	-18	i	u	4%
33	1	9%	15%	1%
34	-6	-19%	95%[activator]	403%[activator]
35	0	i	18%	4%
36	0	-5%	0%	-6%

# Complete entries as entered above. Order of values: GLP-1R agonist | PLK1 PBD block | EPAC1 antag | EPAC1 agonist | IL-2 act | PI5P4K alpha inh | PTHR1 agonist | GLP-1R inv ag | GLP1R cytotox
# Listed for COc1ccc(NC(=O)Cn2nnc(-c3ccccc3NS(=O)(=O)c3ccccc3)n2)cc1 → -2% | -1% | -13% | 7% | -5.3 | 2 | -34%[inhibitor] | 7.1µM* | -1%
# Listed for Cc1ccc(-c2ccc(=O)n(CC(=O)NCc3ccc(F)cc3)n2)cc1 → 6% | -10% | -8% | 10% | -1.5 | 0 | -14% | -11%&-4% | -6%&-7%

# New compounds follow:
no.	SMILES	GLP-1R agonist	PLK1 PBD block	EPAC1 antag	EPAC1 agonist	IL-2 act
37	CCN(CC)S(=O)(=O)c1ccc(N2CCN(S(=O)(=O)c3ccccc3C#N)CC2)nc1	8%	2%	-3%	-2%	-0.2
38	Cc1c(Cl)cccc1NC(=O)CC(Cc1ccccc1)C(=O)O (stereo not drawn)	-1%	6%	-8%	1%	-8.2
39	CCOc1ccc(NC(=O)CN2CCN(CC(=O)Nc3ccc(OC)cc3OC)CC2)cc1	11%	-12%	-1%	-5%	-0.1
40	CCN(CC)Cc1c(C(=O)N/N=C/c2ccc(OCc3ccccc3C)cc2)nnn1-c1nonc1N	7%	-8%	-3%	13%	0.4
41	COc1ccc(-c2nc(CS(=O)(=O)CC(=O)NCCCN3CCOCC3)c(C)o2)cc1	-2%	-6%	14%	-15%	-2.4
42	COc1ccc(-c2cc3c(=O)n(CC(=O)NC4CCN(Cc5ccccc5)CC4)ncn3n2)cc1	1%	-5%	0%	-10%	-0.5
43	CCOc1ccccc1C(=O)N(Cc1cccs1)C1CCS(=O)(=O)C1 (stereo not drawn)	14%	-5%	19%	-6%	-3.3

no.	PI5P4K alpha inh	PTHR1 agonist	GLP-1R inv ag	GLP1R cytotox
37	0	-83%[inhibitor]	-9%	12%
38	5	-8%	-16%	15%
39	22	i	-30%	3%
40	15	-5%	u	-3%
41	1	-7%	6%	8%
42	7	-9%[57.5 µM]	1%	-4%
43	2	-4%	-3%	-1%

# Of the compounds above, these contain an NH in an aromatic ring.
no.	SMILES	GLP-1R agonist	PLK1 PBD block	EPAC1 antag	EPAC1 agonist	IL-2 act
7	COC(Cn1c(-c2cccc(S(=O)(=O)N(C)C)c2)n[nH]c1=S)OC	-3%	0%	-16%	2%	-2.2
18	COc1ccc(NC(=O)CN(c2cc(C)cc(C)c2)S(=O)(=O)c2c(C)n[nH]c2C)cc1	-1%	30µM*	-16%	-26%	-1.5
22	COc1cccc(C(=O)c2c[nH]c(C(=O)NCc3cccs3)c2)c1	-9%	u	2%	-4%	-0.5
23	CN(C(=O)COC(=O)c1cc(=O)[nH]c2ccccc12)c1c(N)n(Cc2ccccc2)c(=O)[nH]c1=O	0%	-2%	-6%	2%	-0.6
24	CCN(CC)S(=O)(=O)c1cccc(-c2n[nH]c(=S)n2Cc2ccccc2)c1	-1%	2%	10%	-3%	-0.4
32	Cc1[nH][nH]c(=O)c1C(c1ccc(-c2ccc(Cl)c(Cl)c2)o1)c1c(C)[nH][nH]c1=O	2%	15µM*	-7%	-2%	-3.4
36	O=C(CCc1c[nH]c2ccccc12)Nc1ncccc1O	-5%	-3%	-3%	14%	-2.2

no.	PI5P4K alpha inh	PTHR1 agonist	GLP-1R inv ag	GLP1R cytotox
7	2	-10%	32%[activator]	5%
18	-4	13%	-29%	1%
22	-2	i	-6%	1%
23	-2	i	37%	3%
24	3	-5%	-7%	-11%
32	-18	i	u	4%
36	0	-5%	0%	-6%

# Not all compounds are listed; rates above refer to the full screens.
